Compound activity as filed in PubChem.
Growth percent in the NCI-60 one-dose screen (48 h, 10 µM unless noted): 100 = growth as untreated, 0 = no growth, -100 = all killed.
NCI/ADR-RES: NCI/ADR-RES ovarian cells; 81,000 tested, 4.4% active
COLO 205: COLO 205 colon cancer; 79,000 tested, 7.3% active; AID 1794742
NCI-H23: NCI-H23 lung cancer. 80,000 tested, 4% active
NCI-H460: NCI-H460 lung cancer | 82,000 tested, 6.8% active | AID 1794736
NCI-H322M: NCI-H322M lung cancer | 80,000 tested, 2.7% active
NCI-H226: NCI-H226 lung cancer; 79,000 tested, 3.5% active; AID 1794732
KM12: KM12 colon cancer cells. 82,000 tested, 5% active
IGROV1: IGROV1 ovarian cancer. 79,000 tested, 4.7% active. AID 1794786
NCI-H522: NCI-H522 lung cancer; 78,000 tested, 8% active; AID 1794739
The depositor's hits bear a star; x = not tested or not shown; & = joins results of further samples. How the source made its calls: active means growth percent below 10; inactive means the rest.

SMILES	NCI/ADR-RES	COLO 205	NCI-H23	NCI-H460	NCI-H322M	NCI-H226	KM12	IGROV1	NCI-H522
O=C1c2ccccc2-c2ccc(Sc3ccc4c5c(cccc35)C(=O)c3ccccc3-4)c3cccc1c23	115	109	104	107	102	97	103	104	92
[2H]C([2H])([2H])Oc1ccc(/C=C/C(=O)/C=C(O)/C=C/c2ccc(OC([2H])([2H])[2H])c(OC([2H])([2H])[2H])c2)cc1OC([2H])([2H])[2H]	42	30	34	47	103	71	31	53	15
O=C(O)CSc1ccc(NCc2oc(CO)cc(=O)c2O)cc1	94	106	100	110	110	95	100	105	89
CCNC(=S)NN	84	106	93	96	79	99	109	13	105
COc1ccc2[nH]cc(/C=N/Nc3ccnc4cc(Cl)ccc34)c2c1	-60*	-57*	-92*	-78*	-100*	-79*	-78*	-95*	-62*
C=C1C(=O)O[C@H]2[C@H]1CC/C(Cn1cc(COC(=O)NCCOCCOCC(=O)Nc3ccc(OC)c(C(N)=O)c3O)nn1)=C\CC[C@@]1(C)O[C@@H]21	96	104	95	99	101	97	103	105	85
CN1CCC[C@@H]1CCO[C@](C)(c1ccccc1)c1ccc(Cl)cc1	76	20	80	91	78	75	88	64	88
c1cnc2nc3c4ccccc4c4ccccc4c3nc2c1	79	86	77	81	103	85	87	57	x
CCCCCCOC(OCCCCCC)c1ccccc1	97	104	97	101	100	102	104	99	93
O=C1CCC(N2Cc3c(CNC(=O)c4ccc(C(F)(F)F)cc4)cccc3C2=O)C(=O)N1 (stereo not drawn)	102	96	103	106	98	94	91	78	96
CC(C)(C)c1ccc(NCc2cn(-c3ccc(C(F)(F)F)cc3)nc2-c2ccc(C(=O)O)cc2)cc1	81	106	89	85	90	86	70	80	32
Cc1ccc2nc(NC(=O)CSc3nc(-c4ccncc4)c(C#N)c(=O)[nH]3)sc2c1	94	113	103	103	104	94	101	92	94
Oc1[nH]c2ccccc2c1N=Nc1nnc2n1N=C(c1ccccc1)CS2	105	105	70	83	104	x	95	97	44
CC1=C/C(=N/O)CC(C)(C)C1	103	x	99	110	98	96	105	102	91
Cc1cc(C)nc(/N=C(\N)Nc2ccc(S(=O)(=O)Nc3nc(C)cc(C)n3)cc2)n1	110	120	104	116	106	102	111	106	98
COC(=O)c1nc(C)c(C)nc1N	101	99	93	101	97	91	95	107	97
CC(=O)O[C@@]1(c2cn(-c3cccc(C(=O)O)c3)nn2)CC[C@H]2[C@@H]3CCC4=CC(=O)CC[C@@H]4[C@H]3CC[C@@]21C	111	122	110	104	112	101	x	116	117
CCCCCN(CCCCC)CCCNc1c2c(nc3ccc(OC)cc13)CCCC2	93&93	88&85	78&86	87&86	71&79	89&98	111&97	87&72	83&76
CCCCCCCCCCCC(=O)NCCCN(C)C	99	94	90	100	97	109	104	92	87
Cc1c2cccnc2c(C)c2c1c1ccccc1n2C	62	56	71	26	61	73	60	52	78
CCCCNC(=O)c1cc(Br)cc(C2CCCCC2)c1O	88	107	86	96	84	80	96	74	82
S=C1N(c2ccccc2)CN(C2CCCCC2)CN1c1ccccc1	103	112	100	105	x	99	110	96	-30*
O=C(Nc1ccc(-c2n[nH]c(=S)n2/N=C/c2c[nH]c3ccccc23)cc1)c1cccnc1	114	108	113	105	103	102	100	105	95
C/C(=N\O)[C@H]1CC[C@H]2[C@@H]3CC[C@@H]4C/C(=N/O)CC[C@]4(C)[C@H]3[C@@](C)(O)C[C@]12C	60	105	95	105	105	88	95	95	58
CCOC(=O)C1=C(CN2CCCC2)N(C)C(=O)NC1c1ccccc1 (stereo not drawn)	98	119	95	115	91	110	100	99	96
CC(=O)Nc1cccc(OCC(=O)O)c1	99	107	99	98	x	97	101	107	98
CC(C)CNCCOC(=O)c1ccc(N)cc1	104&104&101	111&105&108	98&102&92	105&99&102	78&95&81	99&93&92	98&103&96	108&106&88	66&77&72
Cc1ccc(Nc2c(C(N)=O)cnc3ccc(C(=O)/C=C/c4ccc(Cl)cc4)cc23)cc1	98	104	94	98	99	92	97	96	104
CCCCCCCC/C=C\CCCCCCCCOc1ccc(CC(=O)NCC[N+]2(C)CCCCC2)cc1	114	x	86	70	107	x	81	14	73
Cc1cc(N2CCOCC2)nc(N(CCCNc2ccnc3cc(Cl)ccc23)Cc2ccc3c(c2)OCO3)n1	-36*	-58*	14	-11*	21	14	0.1*	4.4*	-66*
CCN(CC)CCOc1ccc(C2=C(c3ccccc3)CCc3cc(OC)ccc32)cc1	-26*	-70*	-12*	-56*	18	59	-18*	x	-25*
N#CCC(=O)Nc1ncc(Cc2ccccc2Cl)s1	100	99	100	102	97	96	97	100	78
O=C1Nc2cc(OC(F)(F)F)ccc2Oc2ccc(-c3ccnc(N4CC[C@H](O)C4)c3)cc21	9.8*	-42*	28	-47*	55	-8.8*	-13*	17	-28*
CCCn1cnc2c(c1=N)C(c1ccc(F)cc1)c1sc3c(F)cccc3c1O2 (stereo not drawn)	31	86	70	19	78	75	36	46	4.2*
CCc1c(Nc2ccccc2Cl)[nH]c(N)nc1=S	89	112	85	111	82	94	105	98	95
C=CCOC(=O)c1ccco1	103	107	96	107	102	98	103	104	104
O=C(N1CCOCC1)C12OC3CC(CC(C3)O1)O2	106	112	100	106	104	110	99	101	x
O=C[C@H](O)[C@@H](O)[C@H](O)CO	101	103	100	108	112	88	103	x	101
Nc1c2c(nc3ccc(Br)cc13)CC(c1ccc(Cl)cc1)CC2=O (stereo not drawn)	99	118	103	110	103	114	102	104	100
OC(Cc1ccccc1)Cc1ccccc1	106	116	100	120	117	93	112	109	105
CCCCC(O)Cn1ncc(C(=O)OCC)c1NC(=O)NCc1cccc(F)c1 (stereo not drawn)	103	x	112	103	111	x	108	106	87
COc1cc(-c2ccc(Nc3nc4ccccc4s3)c(OC)c2)ccc1Nc1nc2ccccc2s1	100	115	93	113	95	95	105	88	95
Cc1ccc2oc(=O)cc(CSC(=S)N3CCOCC3)c2c1	92	111	94	98	94	87	98	88	84
COc1cc2c(cc1OC)/C(=C\c1sc(Nc3ccc(O)cc3)nc1O)C(C(=O)O)=N2	85	-31*	47	18	54	64	21	34	-18*
CCOC(=O)C1=C(C)N=C2Sc3cc(Cl)ccc3N2C1c1cn(-c2ccccc2)nc1-c1ccc(F)cc1 (stereo not drawn)	89	104	84	100	100	76	85	84	51
CN1C(=S)N(C)C2NC(=NCCO)NC21 (stereo not drawn)	106	107	100	101	90	103	96	99	85
CNC(=O)c1cc(N2CCc3cc(NC(=O)Nc4cc(C(F)(F)F)cc(C(F)(F)F)c4)ccc32)ccn1	103	100	96	104	104	103	20	88	88
CC[C@H](Nc1ncnc2nc[nH]c12)c1nc(CCCCCC(=O)OC)c2ccccc2n1	104	105	99	107	93	92	100	111	79
Cn1cc(/C=C2\C(=O)N(CCCCn3c4ccccc4c(=O)c4ccccc43)c3ccccc32)c2ccccc21	104	115	94	90	95	88	94	58	83
c1ccc(CCNc2ncnc3[nH]ncc23)cc1	98	114	94	117	112	89	109	83	86
BrC1c2ccccc2-c2ccccc21	112	114	104	112	107	92	109	103	84
CCOC(=O)c1cc(C(=O)c2cc(OC)cc(OC)c2)n2c1ccc1ccccc12	87	100	96	101	99	98	97	86	65
CC(=O)n1nc(-c2ccccc2)cc1-c1ccccn1	106	106	103	111	113	106	123	128	113
C/C=C1/C[N+]2(CCl)CC[C@@]34C[C@H]5[C@@H]6C[C@H]7c8c(c9ccccc9n8C)C[C@@H]([C@@H]6CO[C@@]5(C)O[C@@]35[C@@H]2C[C@@H]1[C@@H](C(=O)OC)N5c1ccccc14)N7C (stereo partly drawn)	106	75	92	105	111	87	59	78	90
O=C(CCCNC(=O)OCc1ccccc1)Oc1ccc([N+](=O)[O-])cc1	117	108	113	107	95	105	109	101	95
c1ccc(CN2CCOCC2)nc1	109	103	114	103	104	100	100	120	109
NNC(=O)CSc1ncnc2c1c(-c1ccccc1)c(-c1ccccc1)n2-c1cccc(Cl)c1	93	89	88	99	77	91	98	85	68
CCOc1nc(-c2ccccc2)cc2c(O)c(C(=O)N/N=C/c3ccc(O)cc3)[nH]c(=O)c12	106	119	97	111	120	107	99	85	136
N=C([O-])c1ccccc1-c1[nH]c(-c2ccccc2)nc1-[n+]1ccccc1	102	95	99	109	104	91	104	63	44
Cc1ccccc1CC(N)C(=O)O (stereo not drawn)	114	114	98	109	99	115	119	109	112

Nothing new here: entries from further up.
SMILES	NCI/ADR-RES	COLO 205	NCI-H23	NCI-H460	NCI-H322M	NCI-H226	KM12	IGROV1	NCI-H522
CC(=O)Nc1cccc(OCC(=O)O)c1	99	107	99	98	x	97	101	107	98
CC(C)CNCCOC(=O)c1ccc(N)cc1	104&104&101	111&105&108	98&102&92	105&99&102	78&95&81	99&93&92	98&103&96	108&106&88	66&77&72
Cc1ccc(Nc2c(C(N)=O)cnc3ccc(C(=O)/C=C/c4ccc(Cl)cc4)cc23)cc1	98	104	94	98	99	92	97	96	104
CCCCCCCC/C=C\CCCCCCCCOc1ccc(CC(=O)NCC[N+]2(C)CCCCC2)cc1	114	x	86	70	107	x	81	14	73
Cc1cc(N2CCOCC2)nc(N(CCCNc2ccnc3cc(Cl)ccc23)Cc2ccc3c(c2)OCO3)n1	-36*	-58*	14	-11*	21	14	0.1*	4.4*	-66*
CCN(CC)CCOc1ccc(C2=C(c3ccccc3)CCc3cc(OC)ccc32)cc1	-26*	-70*	-12*	-56*	18	59	-18*	x	-25*
N#CCC(=O)Nc1ncc(Cc2ccccc2Cl)s1	100	99	100	102	97	96	97	100	78
O=C1Nc2cc(OC(F)(F)F)ccc2Oc2ccc(-c3ccnc(N4CC[C@H](O)C4)c3)cc21	9.8*	-42*	28	-47*	55	-8.8*	-13*	17	-28*
CCCn1cnc2c(c1=N)C(c1ccc(F)cc1)c1sc3c(F)cccc3c1O2 (stereo not drawn)	31	86	70	19	78	75	36	46	4.2*
CCc1c(Nc2ccccc2Cl)[nH]c(N)nc1=S	89	112	85	111	82	94	105	98	95
C=CCOC(=O)c1ccco1	103	107	96	107	102	98	103	104	104

Additional entries follow:
SMILES	NCI/ADR-RES	COLO 205	NCI-H23	NCI-H460	NCI-H322M	NCI-H226	KM12	IGROV1	NCI-H522
O=S1(=O)N=C2N3C=C(C(F)(F)F)C=C(Cl)C3=NN2c2ccncc21	94	133	116	103	94	107	105	123	92
O=C(Cc1ccccc1)Nc1cccc(N=Cc2c(O)ccc3ccccc23)c1	96	100	91	102	101	95	97	98	85
O=C1N[C@H](C(=O)NCc2ccc(Cl)cc2Cl)C/C1=N/O	106	100	100	103	96	98	101	107	86
O=C(c1c(F)ccc(NS(=O)(=O)N2CC[C@@H](F)C2)c1F)c1c[nH]c2ncc(-c3cnc(C4CC4)nc3)cc12	102	0.3*	59	37	22	62	54	17	33
OCCNc1nc(NCCO)nc(Nc2ccc(C3=NN(c4ccc(Cl)cc4)C(c4ccc(Cl)cc4)C3)cc2)n1 (stereo not drawn)	74	66	70	36	51	104	50	79	64
CCn1nccc1N	99	109	96	111	112	116	116	124	98
COc1cc(OC)c2c(c1)nc(-c1ccc(OC)c(OC)c1)c1c(=O)n(C)c(=O)n(C)c12	102	106	100	104	101	99	104	107	96
N=C(N)SCCc1ccccc1	99	116	93	107	119	85	106	102	110
CO[C@@]1(NC(=O)C2SC(=C(C(N)=O)C(=O)O)S2)C(=O)N2C(C(=O)O)=C(CSc3nnnn3C)CSC21 (stereo partly drawn)	100	123	99	112	104	95	103	109	113
Cc1nc2ccccc2nc1-c1ccc([N+](=O)[O-])cc1	105	112	102	102	129	104	101	136	109
CCn1c(Sc2nnc(NC(=O)CSC(=S)N3CCCC3)s2)nc2c1c(=O)n(C)c(=O)n2C	102	x	94	109	105	100	107	100	86
O=C(/C(=C/c1ccc([N+](=O)[O-])cc1)SCc1ccc(Cl)cc1)c1ccc(F)cc1	51	48	57	83	100	67	23	58	-1.3*
CNS(=O)(=O)c1ccc2c(c1)[nH]c(=S)n2C	104	105	100	106	x	108	104	125	119
O=C1CSC2=Nc3c(sc4ccc(Cl)cc34)C(c3ccc4ccccc4c3)N12 (stereo not drawn)	95	104	87	101	95	82	97	90	98
C[n+]1cc2ccccc2c2ccccc21	93	93	89	106	107	95	91	106	90
NNC(=O)Cc1c[nH]c2ccccc12	101	106	96	103	95	99	94	104	95
CC1(C)SC2C(NC(=O)Cc3ccccc3)C(=O)N2C1C(=O)O (stereo not drawn)	104&113	112&106	100&106	104&103	96&98	99&96	99&113	103&105	102&105
COc1ccc(C(=O)/C=C/c2cccnc2Nc2cc(OC)c(OC)c(OC)c2)cc1	4.4*	39	59	5.3*	80	41	14	72	15
CC(C)[C@H](NC(=O)OCc1ccccc1)C(=O)C1CO1 (stereo partly drawn)	102	109	97	102	101	100	103	111	101
N#Cc1c(-c2ccc(Br)cc2)nc(SCC(=O)c2ccccc2)[nH]c1=O	96	95	94	104	95	93	100	100	88
COC(=O)CC(=O)c1ccco1	105	95	98	105	99	118	100	105	77
O=C(CSc1nc2ccccc2c(=O)n1-c1ccccc1)Nc1ccc(S(=O)(=O)Nc2ccc(Cl)nn2)cc1	93	98	91	101	91	89	101	98	99
Cc1ccc(S(=O)ONc2cccc(NOS(=O)c3ccc(C)cc3)c2)cc1 (stereo not drawn)	99	104	95	107	x	90	97	111	96
COc1ccc2[nH]c(=O)c(/C=C/C(=O)c3ccc(Nc4nccc(-c5ccc(Cl)cc5)n4)cc3)cc2c1	100	110	90	94	96	98	92	96	93
COC(=O)c1ccccc1C(=O)OCC(C)(C)[N+](=O)[O-]	102	104	95	108	107	95	104	106	87
CN1CCN(c2nc(-c3ccccc3)cc(=O)n2C)CC1	106	97	104	104	97	89	109	105	87
O=S(=O)(Nc1ccc(F)c(Cl)c1)c1ccc(-c2cnc(C3CC3)o2)cc1	-17*	-6.2*	25	10	46	47	31	27	-12*
